A549 viability – Nrf2 qHTS screen for inhibitors: counterscreen for cytotoxicity; AID 504648, 2011; 0.16% of 390,000 active; A549 ARE-Fluc cells, CellTiter-Fluor viability, 18-24 h; Potency, µM (titrated, usually from 46 µM), for inactives: at the top dose activity change, negative = cytotoxicity, usual class: inhibitors; also: potency is read from the fitted curve at half-maximal effect; % is scaled to controls: 0 for no effect and ±100 for the full control effect
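A549 ARE_Fluc cells in 5% FBS OPTI-MEM were exposed to compounds in concentration-response for 18-24 h at 37 deg C. Viability was read by CellTiter-Fluor fluorescence (Ex 405/Em 525) after 30 min, before the luciferase read.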
Mm-Cpn inhibitor – Inhibitors of TCP-1 ring complex (TRiC) of Methanococcus maripaludis (MmCpn): qHTS. 0.031% of 330,000 active. Potency, µM (titrated, usually from 76.9 µM), inactives show at the highest dose activity, negative = inhibition, most hits filed as inhibitors. purified Mm-Cpn ATPase, ADP Transcreener TR-FRET; also: potency is read from the fitted curve at half-maximal effect; % is scaled to controls: 0 for no effect and ±100 for the full control effect; nearly all actives have a fitted effect of over 80% in size
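Purified archaeal chaperonin (25 nM final) was preincubated with compound for 10 min at 37°C, then ATP (10 uM final) was added for 30 min at 37°C in Tris pH 7.4/KCl/MgCl2/DTT buffer. ADP was quantified by HTRF Transcreener TR-FRET.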
pAkt inh – HTS Assay for Inhibitors of Akt Phophorylation: Primary Screen | Neuro2A IGF-stimulated pAkt S473 HTRF, 20 min; stronger effect = lower value | activity change, % for hits at 50 µM | 0.32% of 360,000 active; in the data active = activity change below about -80%; inconclusive = mostly about -51% to -80%; also: % is scaled to controls: 0 for no effect and ±100 for the full control effect
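Single-point screen (50 µM final compound) in Neuro2A cells stimulated 20 min with 6 nM IGF at 37 deg C. After lysis, Ser473-phosphorylated Akt read by HTRF (ex 330 nm, em 615/665 nm) as the 665/615 ratio.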
EPAC2 antagonist – qHTS for Antagonist of cAMP-regulated guanine nucleotide exchange factor 2 (EPAC2): primary screen. EPAC2 GEF exchange of Rap1B-BODIPY-GDP, fluorescence. Rap guanine nucleotide exchange factor 4 (Homo sapiens), Q8WZA2. 0.18% of 360,000 active. Potency, µM (highest dose often 114 µM), for inactives: top-dose activity, negative = inhibition, most hits filed as inhibitors; also: potency is read from the fitted curve at half-maximal effect; % is scaled to controls: 0 for no effect and ±100 for the full control effect; nearly all actives have a fitted effect of over 45% in size; many of its hits are not listed in these tables
Target sequence (Q8WZA2 whole entry, looked up): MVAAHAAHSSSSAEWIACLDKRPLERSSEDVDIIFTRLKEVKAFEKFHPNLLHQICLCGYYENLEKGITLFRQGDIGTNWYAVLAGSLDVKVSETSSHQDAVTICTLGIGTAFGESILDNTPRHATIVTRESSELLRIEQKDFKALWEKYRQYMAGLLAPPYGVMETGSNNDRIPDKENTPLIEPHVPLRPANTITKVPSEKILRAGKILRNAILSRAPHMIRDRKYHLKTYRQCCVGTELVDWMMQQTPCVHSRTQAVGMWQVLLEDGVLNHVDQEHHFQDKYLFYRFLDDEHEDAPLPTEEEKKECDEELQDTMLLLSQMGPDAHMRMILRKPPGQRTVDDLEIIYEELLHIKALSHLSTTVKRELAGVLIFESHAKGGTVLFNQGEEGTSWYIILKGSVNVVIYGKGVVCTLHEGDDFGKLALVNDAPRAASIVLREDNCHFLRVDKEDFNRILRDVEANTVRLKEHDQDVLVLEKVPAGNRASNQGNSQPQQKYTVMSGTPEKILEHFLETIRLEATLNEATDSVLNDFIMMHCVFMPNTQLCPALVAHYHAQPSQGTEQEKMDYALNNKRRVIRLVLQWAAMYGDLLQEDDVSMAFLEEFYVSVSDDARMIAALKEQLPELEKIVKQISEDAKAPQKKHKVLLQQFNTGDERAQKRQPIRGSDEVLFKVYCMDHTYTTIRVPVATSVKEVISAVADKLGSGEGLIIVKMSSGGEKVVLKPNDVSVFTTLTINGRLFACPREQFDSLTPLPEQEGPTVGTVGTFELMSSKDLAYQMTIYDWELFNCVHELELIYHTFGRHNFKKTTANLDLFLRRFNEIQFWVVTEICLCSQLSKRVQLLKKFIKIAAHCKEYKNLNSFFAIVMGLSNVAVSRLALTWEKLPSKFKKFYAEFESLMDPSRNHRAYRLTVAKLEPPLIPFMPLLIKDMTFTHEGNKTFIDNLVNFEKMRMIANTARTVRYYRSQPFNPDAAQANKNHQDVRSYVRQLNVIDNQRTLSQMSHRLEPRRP
Nrf2 inh – Nrf2 qHTS screen for inhibitors; A549 ARE-Fluc reporter, luciferase luminescence, 18-24 h; Potency, µM (top dose mostly 46 µM), inactives show top-dose activity change, negative = inhibition, hits mostly inhibitors; 2.1% of 360,000 active; also: potency is read from the fitted curve at half-maximal effect; % is scaled to controls: 0 for no effect and ±100 for the full control effect; nearly all actives have a fitted effect of over 60% in size
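A549 ARE_Fluc cells, 5000/well, 5% FBS OPTI-MEM; compounds in dose-response, 18-24 h at 37 °C/5% CO2; CellTiter-Fluor viability read (Ex 405/Em 525), then BugLite luciferase luminescence = Nrf2 activity.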
EPAC2 ag – qHTS for Agonist of cAMP-regulated guanine nucleotide exchange factor 4 (EPAC2): primary screen | EPAC2 activation, biochemical qHTS; response scale: 100% = 6.5 mM cAMP response | Potency, µM (titrated, usually from 154 µM), for inactives: at the top dose activation, hits mostly activators | 0.079% of 360,000 active | AID 720711, 2013; also: potency is read from the fitted curve at half-maximal effect; nearly all actives have a fitted effect of over 50% in size
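Guanine nucleotide exchange by EPAC2 is measured as reduced fluorescence of BODIPY-GDP once it is released from 250 nM Rap1B. Plates are read kinetically for 30 min at room temperature; results are scaled to 6.5 mM cAMP.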
CCT modulator – High-Throughput Screening for Modulators of Cytosolic Chaperonin Activity; purified chaperonin ATPase assay, HTRF ADP detection, 30 min; activity change, % (no concentration beside the values), hits read low; 0.3% of 360,000 active; AID 651819, 2012; in the data active = activity change below about -30%; also: % is scaled to controls: 0 for no effect and ±100 for the full control effect
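We incubate TRiC, 40 or 20 nM final, with library compounds at 76 uM and 10 uM ATP for 30 min at 37 °C. ADP formed is detected with Transcreener HTRF reagents after 30 min at room temperature.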
Nrf2 ARE act – qHTS of Nrf2 Activators; AREc32 ARE-luciferase reporter (MCF7-derived line), luminescence, 24 h; Potency, µM (doses to about 46.1 µM), for the others: top-dose activation, hits mostly activators; 0.31% of 410,000 active; also: potency is read from the fitted curve at half-maximal effect; % of control where 0% means no effect; nearly all actives have a fitted effect of over 65% in size
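Nrf2 activation is followed as ARE-luciferase induction in the AREc32 line after one day of compound treatment; luminescence is read with Steady-Glo.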
TGFb inhibitor – qHTS for Inhibitors of TGF-b | HepG2 CAGA-GFP TGF-b/SMAD3 reporter, GFP fluorescence, 18 h; TGF-beta stimulated, 500 pg/mL final | Potency, µM (doses to about 46.1 µM), without a hit: at the top dose activity, negative = inhibition, hits mostly inhibitors | 1.2% of 410,000 active | AID 588855, 2011; also: potency is read from the fitted curve at half-maximal effect; % is scaled to controls: 0 for no effect and ±100 for the full control effect; nearly all actives have a fitted effect of over 65% in size
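Inhibition of TGF-beta-driven CAGA-GFP reporter expression in HEPG2 cells is measured by cellular GFP fluorescence after 18 h stimulation with 500 pg/mL recombinant TGF-beta in 1% FBS medium at 37 degrees C.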
The depositor's hits bear a star; [ ] = another dose, or the depositor's remark. Unless noted, calls follow the shape of the dose curve; as a rule, active = well fitted curve in the direction sought with a large enough effect; inconclusive = small, poorly fitted or top-dose-only effect, or another doubt; inactive = no such curve, though single readings can be large; an effect the other way counts as inactive or inconclusive. A portion of the library. The share of hits here may be higher or lower than overall.

`Cc1nn(C)c(=O)c(N)c1-c1cc(-c2ccc(Cl)c(Cl)c2)n[nH]1` gave A549 viability -1%, Mm-Cpn inhibitor 0%, pAkt inh inactive, EPAC2 antagonist 1%, Nrf2 inh -5%, EPAC2 ag 0%, CCT modulator -2.5, Nrf2 ARE act 0.6% and TGFb inhibitor 1%.
For C[C@@]12C(=O)Nc3cc(Cl)ccc3C(=O)N1[C@H]1c3cc(Cl)ccc3OC[C@@H]1[C@@H]2c1ccccc1 the results were A549 viability -6%, Mm-Cpn inhibitor -11%, pAkt inh inactive, EPAC2 antagonist 1%, Nrf2 inh -16%, EPAC2 ag 2%, CCT modulator 0.2, Nrf2 ARE act 3.1% and TGFb inhibitor inconclusive.
Screening COc1cccc(-c2cc(C(=O)NCCCn3ccnc3)no2)c1 returned A549 viability 2%, Mm-Cpn inhibitor -2%, pAkt inh inactive, EPAC2 antagonist 20%, Nrf2 inh 9%, EPAC2 ag -6%, CCT modulator -2.0, Nrf2 ARE act 3.6% and TGFb inhibitor -3%.
Cc1ccc(S(=O)(=O)c2cc(O)ccc2O)cc1C was read as A549 viability 0%, Mm-Cpn inhibitor -5%, pAkt inh inactive, EPAC2 antagonist 1%, Nrf2 inh -18%, EPAC2 ag -2%, CCT modulator -0.7, Nrf2 ARE act inconclusive and TGFb inhibitor -30%.
O=C(NCCc1ccccc1)c1ccc(Cl)cc1[N+](=O)[O-] was read as A549 viability -2%, Mm-Cpn inhibitor -3%, pAkt inh inactive, EPAC2 antagonist -12%, Nrf2 inh inconclusive, EPAC2 ag -5%, CCT modulator -1.9, Nrf2 ARE act 3.3% and TGFb inhibitor 3%.
`Cn1ncc(Cl)c1C(=O)N/N=C/c1cc2c(cc1[N+](=O)[O-])OCO2` gave A549 viability 5%, Mm-Cpn inhibitor 3%, pAkt inh inactive, EPAC2 antagonist 5%, Nrf2 inh 3%, EPAC2 ag 11%, CCT modulator -0.5, Nrf2 ARE act -0.8% and TGFb inhibitor -1%.
Screening O=C1CCCN1c1ccc(S(=O)(=O)Nc2ccc3c(c2)OCCO3)cc1 returned A549 viability -9%, Mm-Cpn inhibitor -2%, pAkt inh inactive, EPAC2 antagonist -1%, Nrf2 inh inconclusive, EPAC2 ag 3%, CCT modulator -4.0, Nrf2 ARE act 0.2% and TGFb inhibitor -26%.
Screening CCN(CC)c1ccc2cc(-c3nc4sc5c(c4c(=O)[nH]3)CCC(C(C)(C)C)C5)c(=O)oc2c1 (stereo not drawn) returned A549 viability 12%, Nrf2 inh 10%, Nrf2 ARE act 0.2% and TGFb inhibitor 155%[activator].
CN(c1ccccc1)S(=O)(=O)c1cccc(C(=O)N2CCCCCC2)c1 was read as A549 viability -4%, Mm-Cpn inhibitor 0%, pAkt inh inactive, EPAC2 antagonist -5%, Nrf2 inh inconclusive, EPAC2 ag 26%, CCT modulator -1.1, Nrf2 ARE act -0.8% and TGFb inhibitor -13%.
`COc1ccc(/C=N/NC(=O)c2c(C)n(C)c3ccc(OC)cc23)c(OC)c1` gave A549 viability -1%, Mm-Cpn inhibitor 3%, pAkt inh inactive, EPAC2 antagonist -1%, Nrf2 inh -1%, EPAC2 ag -3%, CCT modulator -5.0, Nrf2 ARE act 3.1% and TGFb inhibitor -1%.
For Cn1ccsc1=NC(=O)c1cccc(OC(F)F)c1 the results were A549 viability -4%, Mm-Cpn inhibitor -2%, pAkt inh inactive, EPAC2 antagonist -1%, Nrf2 inh inconclusive, EPAC2 ag -1%, CCT modulator -0.5, Nrf2 ARE act 2.8% and TGFb inhibitor 8%.
For Cc1cc(C(=O)NCCc2ccc(S(N)(=O)=O)cc2)no1 the results were A549 viability 4%, Mm-Cpn inhibitor 1%, pAkt inh inactive, EPAC2 antagonist 5%, Nrf2 inh -10%, EPAC2 ag 1%, CCT modulator -0.5, Nrf2 ARE act -0.4% and TGFb inhibitor 11%.
CCCC(=O)Nc1c2c(nn1-c1cccc(Cl)c1)CS(=O)(=O)C2 was read as A549 viability -2%, Mm-Cpn inhibitor 0%, pAkt inh inactive, EPAC2 antagonist 1%, Nrf2 inh 10%, EPAC2 ag 3%, CCT modulator 3.4, Nrf2 ARE act -0.2% and TGFb inhibitor 0%.
`Cc1ccc(Cl)cc1N1CCN(C(=O)c2ccc(CS(=O)(=O)c3ccccc3C)o2)CC1` gave A549 viability 1%, Nrf2 inh -28%, Nrf2 ARE act -1.2% and TGFb inhibitor inconclusive.
CCC1Oc2ccccc2N(CC(=O)Nc2ccccc2OC)C1=O (stereo not drawn) was read as A549 viability -3%, Mm-Cpn inhibitor 0%, pAkt inh inactive, EPAC2 antagonist 9%, Nrf2 inh -13%, EPAC2 ag -6%, CCT modulator 0.3, Nrf2 ARE act 0.3% and TGFb inhibitor inconclusive.
`COc1ccc2c(C)c(CCC(=O)NCc3cccc(Cl)c3)c(=O)oc2c1` gave A549 viability 8%, Nrf2 inh -15%, Nrf2 ARE act -0.4% and TGFb inhibitor -8%.
For CC(C)(C)OC(=O)N1CCC(C(=O)N[C@@H](Cc2ccccc2)C(=O)O)CC1 the results were A549 viability -3%, Mm-Cpn inhibitor 3%, pAkt inh inactive, EPAC2 antagonist 3%, Nrf2 inh -5%, EPAC2 ag -9%, CCT modulator -2.3, Nrf2 ARE act 0.2% and TGFb inhibitor -8%.
Screening COc1ccc(F)cc1S(=O)(=O)NC1CC(C)(C)NC(C)(C)C1 returned A549 viability -2%, Mm-Cpn inhibitor 1%, pAkt inh -112%*, EPAC2 antagonist 4%, Nrf2 inh 1%, EPAC2 ag -2%, CCT modulator -2.5, Nrf2 ARE act 0.3% and TGFb inhibitor 0%.
CC(OC(=O)c1ccc(S(C)(=O)=O)c([N+](=O)[O-])c1)C(=O)NC1C2CC3CC(C2)CC1C3 (stereo not drawn) was read as EPAC2 antagonist -14%, EPAC2 ag -16%, Nrf2 ARE act -3.4% and TGFb inhibitor 3.2µM*.
Screening CCCc1c(C(=O)Nc2ccc(F)cc2)cnn1-c1ccccc1 returned A549 viability -16%, Mm-Cpn inhibitor 1%, pAkt inh inactive, EPAC2 antagonist -23%, Nrf2 inh 3%, EPAC2 ag 2%, CCT modulator -2.1, Nrf2 ARE act 4.5% and TGFb inhibitor -17%.
Cc1cc(NC(=O)C2CCN(S(=O)(=O)c3cccs3)CC2)no1 was read as A549 viability -1%, Mm-Cpn inhibitor 0%, pAkt inh inactive, EPAC2 antagonist -2%, Nrf2 inh 4%, EPAC2 ag 11%, CCT modulator 0.0, Nrf2 ARE act 0.0% and TGFb inhibitor inconclusive.
Cc1ccc(S(=O)(=O)N2CCOCC2)cc1C(=O)N1CC(C)CC(C)C1 (stereo not drawn) was read as A549 viability 0%, Mm-Cpn inhibitor 0%, pAkt inh inactive, EPAC2 antagonist 6%, Nrf2 inh 4%, EPAC2 ag 1%, CCT modulator -1.7, Nrf2 ARE act -0.1% and TGFb inhibitor -5%.
Cc1ccc(NC(=O)CC2C(=O)N(Cc3ccccc3)C(=S)N2NC(=O)c2cccc(F)c2)c(C)c1 (stereo not drawn) was read as A549 viability inconclusive, Mm-Cpn inhibitor 0%, pAkt inh inactive, EPAC2 antagonist -5%, Nrf2 inh inconclusive, EPAC2 ag -5%, CCT modulator 0.6, Nrf2 ARE act 7.3% and TGFb inhibitor inconclusive.
For COc1cccc(N(C(=O)c2snc(C(N)=O)c2N)C(C(=O)NCC2CCCO2)c2ccc(C)o2)c1 (stereo not drawn) the results were A549 viability -3%, Mm-Cpn inhibitor 3%, pAkt inh inactive, EPAC2 antagonist -3%, Nrf2 inh -2%, EPAC2 ag 0%, CCT modulator -1.5, Nrf2 ARE act -0.1% and TGFb inhibitor 20%.
Screening COc1cccc(CNc2nc(NCC3CC3)nc3ccsc23)c1OC returned pAkt inh inactive, EPAC2 antagonist -6%, EPAC2 ag 20%, CCT modulator -4.2, Nrf2 ARE act 4.0%[9.22 µM] and TGFb inhibitor inconclusive.
For Cc1ccc(CNC(=O)CCCCCn2c(=O)c3sccc3n(CC(=O)Nc3ccc(C)c(F)c3)c2=O)cc1 the results were A549 viability -8%, Nrf2 inh -4%, Nrf2 ARE act -0.1% and TGFb inhibitor inconclusive.
For Cc1cc(C)c(O)c(NC(=S)NC(=O)Cc2ccccc2)c1 the results were A549 viability -6%, Mm-Cpn inhibitor 1%, pAkt inh inactive, EPAC2 antagonist -10%, Nrf2 inh 2%, EPAC2 ag -8%, CCT modulator -0.9, Nrf2 ARE act 4.5% and TGFb inhibitor inconclusive.
CCOC(=O)C1=NOC2(C1)C(=O)Nc1ccc(OC(F)(F)F)cc12 (stereo not drawn) was read as pAkt inh inactive, EPAC2 antagonist -3%, EPAC2 ag -2%, CCT modulator 0.5 and Nrf2 ARE act -1.3%.
For CCN(CC)c1cc(C)c2cc(NC(=O)c3cccc(OC)c3)ccc2n1 the results were A549 viability inconclusive, Nrf2 inh -20%[9.27 µM], Nrf2 ARE act 5.3% and TGFb inhibitor inconclusive.
Screening O=C(COC(=O)c1ccco1)NCc1ccco1 returned A549 viability -12%, Mm-Cpn inhibitor 0%, pAkt inh inactive, EPAC2 antagonist 13%, Nrf2 inh 23%, EPAC2 ag 5%, CCT modulator -0.2, Nrf2 ARE act 0.0% and TGFb inhibitor 12%.

High-throughput results as filed in PubChem.
